Compound activity deposited in PubChem BioAssay by National Center for Advancing Translational Sciences (NCATS).
Giardia kill – kills Giardia lamblia; Giardia lamblia trophozoite viability; activity change, % at 7.66 µM, hits read low; 340,000 compounds, 0.15% hits; in the data active = activity change below about -80%; inconclusive = between about -30% and that limit;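 also: parasites exposed to compound for two days anaerobically before the ATP read; % is scaled to controls: 0 for no effect and ±100 for the full control effect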
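Trophozoite viability was measured as ATP-dependent luminescence, read 15-30 min after reagent addition. Before that, parasites at 100 cells/well were exposed to compounds for 48 h, anaerobically, at 37 deg C.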
BCR signal inh – blocks chronic active B-cell receptor signaling; ABC-DLBCL IkBa-CBG/CBR reporter, luminescence ratio, 4 h; Potency, µM (series often up to 46.1 µM), for inactives: top-dose ratio change, negative = lower green/red ratio, most hits filed as inhibitors; 340,000 compounds, 0.05% hits; active = well fitted inhibition curve with a large enough effect in the signal ratio, with a control signal flat, not every such curve was filed as active; inconclusive = small, poorly fitted or top-dose-only effect, or effect the other way, or a change in a side signal; the % refers to the signal ratio;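 also: potency is read from the fitted curve at half-maximal effect; plate controls were basal doxycycline-induced cells for no effect and cells given 10 µM MG132 for full effect; MG132 reads +100%, hits lower the ratio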
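TMD8 ABC-DLBCL cells carrying doxycycline-inducible green luciferase fused to IkappaBalpha plus unfused red luciferase were exposed to compounds (up to 46 uM) for 4 hrs at 37C. Activity came from the overlap-corrected green/red luminescence ratio.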
B2AR arrestin – beta2AR (human) beta-arrestin recruitment activity | P07550 | beta-arrestin recruitment to beta2AR, cell-based reporter | Potency, µM (top dose mostly 46.1 µM), for the others: at the top dose activation, hits mostly activators | 330,000 compounds, 0.02% hits;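 also: potency is read from the fitted curve at half-maximal effect; 0% = DMSO controls and full agonism = EC100 isoproterenol or metaproterenol; nearly all actives have a fitted effect of over 65% in size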
Target sequence (P07550 whole entry, looked up): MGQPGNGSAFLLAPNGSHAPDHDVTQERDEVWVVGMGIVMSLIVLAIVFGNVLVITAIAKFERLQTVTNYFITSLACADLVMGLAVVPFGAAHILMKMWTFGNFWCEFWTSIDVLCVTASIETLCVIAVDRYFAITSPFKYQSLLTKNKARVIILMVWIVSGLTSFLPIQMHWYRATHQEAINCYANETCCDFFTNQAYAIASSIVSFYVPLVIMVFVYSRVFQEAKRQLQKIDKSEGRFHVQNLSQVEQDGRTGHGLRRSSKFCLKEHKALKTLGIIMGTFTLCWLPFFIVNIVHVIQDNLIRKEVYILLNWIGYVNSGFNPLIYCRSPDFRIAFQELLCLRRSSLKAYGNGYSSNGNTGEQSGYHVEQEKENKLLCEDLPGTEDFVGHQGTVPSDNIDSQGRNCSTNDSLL
FBPA coupling cs – counter-screen for Giardia aldolase inhibitors: coupling enzyme system; coupling enzyme system counterscreen, AmpLite Red fluorescence; activity change, negative = inhibition, % at 58.2 µM, hits read low; 290,000 compounds, 0.67% hits; in the data active = activity change below about -30%; also: % is scaled to controls: 0 for no effect and ±100 for the full control effect
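Coupling enzymes only (glyceraldehyde-3-phosphate) + compound, at 57.5 uM final, 10 min RT; add substrate/coupling/AmpLite Red mix, 20 min RT; fluorescence ex 525/em 598 nm. Actives flag coupling-system interference.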
ASM inhibitor – inhibitors of human secretory acid sphingomyelinase | 340,000 compounds, 0.006% hits | placental ASM, HMU-PC fluorogenic substrate, 60 min | Potency, µM (titrated, usually from 57.5 µM), without a hit: top-dose activity change, negative = inhibition, usual class: inhibitors | P17405 | AID 504937; also: potency is read from the fitted curve at half-maximal effect
Target sequence (P17405 47-631 limits assumed): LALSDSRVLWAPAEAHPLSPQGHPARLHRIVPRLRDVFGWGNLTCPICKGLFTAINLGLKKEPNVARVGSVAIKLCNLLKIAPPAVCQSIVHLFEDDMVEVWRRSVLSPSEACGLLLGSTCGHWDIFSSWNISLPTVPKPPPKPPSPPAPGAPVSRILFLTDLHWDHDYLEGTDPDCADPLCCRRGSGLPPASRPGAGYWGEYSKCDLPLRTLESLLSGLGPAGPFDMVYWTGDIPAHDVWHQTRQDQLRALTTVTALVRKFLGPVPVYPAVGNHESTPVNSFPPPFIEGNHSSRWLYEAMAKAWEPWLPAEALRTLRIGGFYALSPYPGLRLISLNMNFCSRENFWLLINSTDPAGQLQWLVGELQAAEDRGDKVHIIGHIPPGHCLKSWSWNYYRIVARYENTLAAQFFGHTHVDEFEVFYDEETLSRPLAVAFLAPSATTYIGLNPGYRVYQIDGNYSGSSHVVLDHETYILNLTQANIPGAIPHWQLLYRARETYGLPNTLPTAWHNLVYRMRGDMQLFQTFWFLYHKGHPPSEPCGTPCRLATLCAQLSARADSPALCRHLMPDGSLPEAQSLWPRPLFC
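qHTS format. ASM enzyme prepared from human placenta hydrolyses the fluorogenic substrate HMU-PC0 (9 uM final) over 60 min at 37 °C after a 10 min compound preincubation.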
a7 integrin act – integrin-mediated muscular dystrophy alleviation activation; AID 624291; Potency, µM (titrated, usually from 38.3 µM), for the others: at the top dose activation, hits mostly activators; 350,000 compounds, 0.064% hits; alpha7betagal myoblasts, beta-gal FDG fluorescence, 48 h;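 also: potency is read from the fitted curve at half-maximal effect; 100% = response of the positive control SU9516; nearly all actives have a fitted effect of over 60% in size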
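Alpha7betagal+/- myoblasts (passage 13) were plated 16-24 hr, then exposed to compounds (1:260 dilution of DMSO stock) for 48 hours at 37C. After MPER lysis, β-galactosidase reporter activity was read as FDG fluorescence (ex 480/em 540) after 30 minutes.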
GALK inh – inhibitors of human galactokinase; 270,000 compounds, 0.007% hits; AID 1868; Potency, µM (doses to about 57.5 µM), inactives show at the highest dose activity change, negative = inhibition, hits mostly inhibitors; Purified GALK, Kinase-Glo residual ATP luminescence; P51570; also: potency is read from the fitted curve at half-maximal effect; % is scaled to controls: 0 for no effect and ±100 for the full control effect
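Compounds were pin-transferred into ATP buffer (35 uM final), then GALK plus galactose (5 nM, 100 uM final) was added. After 1 h at room temperature, Kinase-Glo Plus was added and luminescence read after 10 min.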
Tb PFK inh – inhibitors of T. brucei phosphofructokinase | O15648 | T. brucei PFK, ADP-Glo luminescence | Potency, µM (titrated, usually from 57.5 µM), for the others: at the highest dose activity, negative = inhibition, most hits filed as inhibitors | 330,000 compounds, 0.17% hits | AID 485367;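 also: potency is read from the fitted curve at half-maximal effect; 0% = uninhibited 1x PFK enzyme wells and -100% = no-enzyme wells; nearly all actives have a fitted effect of over 60% in size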
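Activity is normalized to no-enzyme wells (full inhibition) and 1.25 nM enzyme wells (no inhibition). Reaction: 0.5 mM F6P, 0.1 mM ATP, 45 min RT, ADP-Glo luminescence; concentration-response curves fitted and classed by quality.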
TSG101-PTAP inh – blocks PTAP/TSG101 interaction to inhibit HIV-1 budding. Q99816. Fluorescence polarization, FITC-PTAP peptide / Tsg101 binding. Potency, µM (top dose mostly 115 µM), inactives show at the top dose activity change, negative = inhibition, most hits filed as inhibitors. 340,000 tested, under 10 active. AID 493005; active = well fitted inhibition curve with a large enough effect in the main read-out, with a control signal flat, not every such curve was filed as active; inconclusive = small, poorly fitted or top-dose-only effect, or effect the other way, or a change in a side signal; inactive = no such curve, though single readings can be large or run the other way; also: potency is read from the fitted curve at half-maximal effect; % of control where 0% means no effect
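Tsg101 binding domain (10 uM final) was mixed with compound and a FITC-labeled PTAP peptide (50 nM final) in HEPES pH 7.5 buffer with NaCl, Tween 20, EDTA and TCEP; fluorescence polarization was read after 20 min at r.t.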
Menin-MLL TR inh – displaces Texas Red mutant MLL peptide from human menin; O00255; Menin + Texas Red MLL mutant peptide, fluorescence polarization; Potency, µM (highest dose often 61.6 µM), for the others: at the top dose FP activity change, negative = inhibition, actives largely listed as inhibitors; 270,000 compounds, 0.23% hits; AID 1768; active = well fitted inhibition curve with a large enough effect in the polarisation, with a control signal flat, not every such curve was filed as active; inconclusive = small, poorly fitted or top-dose-only effect, or effect the other way, or a change in a side signal; inactive = no such curve, though single readings can be large or run the other way; the % refers to the polarisation; also: potency is read from the fitted curve at half-maximal effect; % of control where 0% means no effect; many of its hits are not listed in these tables
PKM2 activator – activators of human pyruvate kinase M2; AID 1631; 260,000 compounds, 0.34% hits; P14618; purified PKM2, Kinase-Glo ATP luminescence, activation; response scale: 0% is enzyme alone, no compound; Potency, µM (titrated, usually from 57.5 µM), inactives show top-dose activation, most hits filed as activators; also: potency is read from the fitted curve at half-maximal effect; % is scaled to controls: 0 for no effect and ±100 for the full control effect; nearly all actives have a fitted effect of over 55% in size
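Purified hPK-M2 (>95% pure) converted ADP (0.1 mM final) to ATP with 0.5 mM PEP in 50 mM imidazole pH7.2, KCl, MgCl2, Tween 20, BSA; 1 h at room temperature. ATP detected by Kinase-Glo luminescence.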
* = called active by the depositor; i = inactive; ? = inconclusive; nt = no result given; [ ] = dose if it differs, or a comment. Unless noted, calls follow the shape of the dose curve; as a rule, active = well fitted curve in the direction sought with a large enough effect; inconclusive = small, poorly fitted or top-dose-only effect, or another doubt; inactive = no such curve, though single readings can be large; an effect the other way counts as inactive or inconclusive. This is a subset. The share of hits here may be higher or lower than overall.

smiles	PKM2 activator	B2AR arrestin	Giardia kill	ASM inhibitor	a7 integrin act	Tb PFK inh	TSG101-PTAP inh	GALK inh	FBPA coupling cs	BCR signal inh	Menin-MLL TR inh
CCC(=O)c1cc(F)c(N2CCN(C(=O)c3ccco3)CC2)cc1C	-2%	-0.4%	33[activator]	2%	-2%	-3%	-7%	0%	1	8%	-24%
CCc1nc2ccccc2nc1N1CCN(S(=O)(=O)c2ccccc2)CC1	?	-0.6%	?	1%	27%	5%	1%	0%	3	15%	nt
COc1ccc2nc(NC(=O)CS(=O)(=O)c3ccc(C)cc3)sc2c1	-4%	-0.3%	18	4%	-5%	0%	-6%	-1%	0	?	18%
COc1cc(NS(=O)(=O)c2ccc(N/C=C\C(=O)c3ccc(F)cc3)cc2)nc(OC)n1	-3%	-1.4%	-11	330%[activator]	-6%	4%	-3%	-2%	0	?	18%
CCC(=O)Oc1ccc(C2N(C(=O)CC)CCN2S(=O)(=O)c2ccc(C)cc2)cc1OC (stereo not drawn)	-5%	-1.0%	-4	3%	6%	5%	-1%	-1%	-21	2%	0%
CNCc1ccccc1Sc1cc(O)ccc1O	?	?	7	-2%	-45%[inhibitor]	?	-1%	nt	-30	?	0%
COc1ccc(S(=O)(=O)N2CCC(C(=O)NCc3ccccn3)CC2)cc1OC	0%	0.0%	10	5%	-2%	-3%	-5%	-4%	2	-5%	0%
CC(=O)NC(=S)c1c(N)n(Cc2ccccc2)c(=O)n(C)c1=O	17%	0.1%	nt	nt	nt	24%	nt	1%	-7	11%	-11%
COc1ccc2nc(SCC(=O)NCC3CCCO3)c(C#N)cc2c1 (stereo not drawn)	2%	-0.7%	22	90%[activator]	7%	-8%	2%	0%	-2	-9%	6%
COc1ccc(N(C)S(=O)(=O)c2cccc(C(=O)Nc3cccc(C(=O)NC4CC4)c3)c2)cc1	nt	-0.2%	1	-10%	12%	0%	-1%	nt	nt	?	nt
Cn1c(=O)[nH]c(=O)c2c1nc(Br)n2CC(O)COCc1ccccc1 (stereo not drawn)	-2%	-0.1%	-4	2%	-8%	-3%	-2%	9%	3	-2%	-2%
CN1C(=O)C(CC(=O)O)S/C1=N\N=C\c1ccc(O)cc1O (stereo not drawn)	8%	-0.2%	0	36%[activator]	7%	11%	-9%	0%	9	0%	nt
CC(C)(Cc1ccc(O)cc1)NC(=O)CC(=O)N=Nc1c(O)[nH]c2cc(Br)ccc12	-2%	-1.1%	4	?	0%	-5%	3%	-1%	3	1%	15%
CC(=O)Nc1ccc(NC(=O)C2CCCN2C(=O)Nc2ccccc2[N+](=O)[O-])cc1 (stereo not drawn)	4%	0.0%	1	0%	-18%	3%	-6%	-4%	1	-1%	2%
COc1ccc(C(=O)NCc2nnc(SCC(=O)N3CCc4ccccc43)o2)cc1OC	7%	-1.6%	-3	3%	-8%	-2%	-6%	-2%	3	?	nt
COc1ccc(CCNC(=O)c2cc(S(=O)(=O)N3CCCCC3)ccc2Cl)cc1	nt	0.1%	4	-2%	2%	0%	-6%	nt	nt	5%	nt
Cc1ccc(C(=O)Nc2ccn(Cc3ccc(F)cc3)n2)o1	-1%	-0.5%	-12	0%	13%	-11%	-1%	-1%	2	-10%	-5%
COCCN(Cc1cc2cc(C)cc(C)c2nc1Cl)C(=O)Nc1ccccc1	2%	1.5%	28	-13%	3%	1%	-6%	-1%	2	16µM*	-18%
CC1=C(C(=O)N2CCOCC2)C(c2c(C)cc(C)cc2C)NC(=S)N1 (stereo not drawn)	4%	0.1%	-1	6%	-20%	-2%	-6%	10%	1	-1%	2%
COc1ccccc1NC(=O)CSc1nnc(-c2ccc(C)cc2)o1	3%	0.1%	3	2%	37%	5%	-12%	4%	5	?	1%

6 compounds from above, arranged by the number in PKM2 activator, descending.
Compound	PKM2 activator	B2AR arrestin	ASM inhibitor	a7 integrin act	TSG101-PTAP inh	GALK inh	BCR signal inh	Menin-MLL TR inh
CN1C(=O)C(CC(=O)O)S/C1=N\N=C\c1ccc(O)cc1O (stereo not drawn)	8%	-0.2%	36%[activator]	7%	-9%	0%	0%	nt
COc1ccc(C(=O)NCc2nnc(SCC(=O)N3CCc4ccccc43)o2)cc1OC	7%	-1.6%	3%	-8%	-6%	-2%	?	nt
CC1=C(C(=O)N2CCOCC2)C(c2c(C)cc(C)cc2C)NC(=S)N1 (stereo not drawn)	4%	0.1%	6%	-20%	-6%	10%	-1%	2%
COCCN(Cc1cc2cc(C)cc(C)c2nc1Cl)C(=O)Nc1ccccc1	2%	1.5%	-13%	3%	-6%	-1%	16µM*	-18%
Cc1ccc(C(=O)Nc2ccn(Cc3ccc(F)cc3)n2)o1	-1%	-0.5%	0%	13%	-1%	-1%	-10%	-5%
CC(C)(Cc1ccc(O)cc1)NC(=O)CC(=O)N=Nc1c(O)[nH]c2cc(Br)ccc12	-2%	-1.1%	?	0%	3%	-1%	1%	15%

(more compounds)
smiles	PKM2 activator	B2AR arrestin	Giardia kill	ASM inhibitor	a7 integrin act	Tb PFK inh	TSG101-PTAP inh	GALK inh	FBPA coupling cs	BCR signal inh	Menin-MLL TR inh
O=C(Nc1cccc(-n2cnnn2)c1)c1cnccc1Cl	-4%	-0.8%	-28	1%	-11%	0%	0%	-1%	-4	-19%	11%
COc1ccccc1-c1ocnc1C(=O)N1CCN(C(=O)C(c2ccccc2)c2ccccc2)CC1	1%	0.5%	?	2%	-6%	0%	-5%	-1%	2	11%	?
CN1C(=O)/C(=C/c2cccc(Cl)c2)Sc2ccc(C(=O)NCc3cccnc3)cc21	3%	0.3%	-10	-8%	-8%	-1%	-4%	-2%	-6	?	12%
CC(=O)Nc1ccc2nc(NC(=O)COc3ccc(C)cc3)sc2c1	-6%	0.2%	4	-2%	14%	1%	2%	0%	4	4%	32%[activator]
COc1ccc(N2CCN(S(=O)(=O)CCNC(=O)COc3ccc(Cl)cc3)CC2)cc1	1%	-0.3%	6	2%	24%	5%	0%	15%	1	-2%	34%[activator]
COc1cccc(C(=O)Nc2nc(-c3ccncc3)cs2)c1	-1%	-0.1%	-16	0%	?	-10%	-1%	10%	0	?	20%
O=C(NCc1ccco1)C1CCCN1C(=O)Nc1ccccc1[N+](=O)[O-] (stereo not drawn)	1%	3.6%	-19	-3%	0%	7%	-4%	1%	1	-5%	-8%
CCC(C)Nc1nc(Cl)nc(NCCOc2ccccc2)n1 (stereo not drawn)	3%	0.3%	-5	-2%	3%	2%	-3%	1%	-1	?	-1%
COc1cccc(OC)c1C(=O)NC(=S)Nc1ccc(N2CCOCC2)c(Cl)c1	-3%	0.1%	4	1%	11%	0%	-8%	3%	-2	4%	13%
Cc1ccc2c(c1)c1c(c(=O)n(-c3ccccc3C)c(=O)n1CC(=O)NCC1CCCO1)n2C (stereo not drawn)	nt	0.5%	-2	i	4%	-4%	-5%	8%	nt	-6%	nt

Continued, starting with the last 2 of the part before.
smiles	PKM2 activator	B2AR arrestin	Giardia kill	ASM inhibitor	a7 integrin act	Tb PFK inh	TSG101-PTAP inh	GALK inh	FBPA coupling cs	BCR signal inh	Menin-MLL TR inh
COc1cccc(OC)c1C(=O)NC(=S)Nc1ccc(N2CCOCC2)c(Cl)c1	-3%	0.1%	4	1%	11%	0%	-8%	3%	-2	4%	13%
Cc1ccc2c(c1)c1c(c(=O)n(-c3ccccc3C)c(=O)n1CC(=O)NCC1CCCO1)n2C (stereo not drawn)	nt	0.5%	-2	i	4%	-4%	-5%	8%	nt	-6%	nt
CC(C)CCNC(=O)c1ccc(-c2ccccc2)cc1	3%	-0.7%	nt	nt	nt	1%	nt	-1%	0	?	11%
Cc1oc(-c2ccccc2F)nc1CS(=O)(=O)CC(=O)N1CCc2ccccc21	-17%	-0.1%	-5	-3%	-14%	-7%	-2%	-5%	-4	2%	11%
COc1ccc(C2=NOC(Cn3nc(C(=O)NCc4cccc(C(F)(F)F)c4)cc3-c3ccccc3)C2)cc1 (stereo not drawn)	nt	0.1%	?	0%	-17%	0%	-4%	nt	nt	1%	nt
CCCCOC(=O)Nc1nnc(/C=C/c2ccc(OC)cc2)s1	-5%	-0.7%	12	nt	13%	0%	-2%	0%	0	-1%	13%
Cn1c(=NC(=O)C2CC2)sc2cc(F)cc(F)c21	2%	0.2%	15	-2%	-7%	0%	-7%	0%	3	?	6%
